Screens deposited in PubChem by several laboratories.
FAS-TE inh: inhibitors of human fatty acid synthase thioesterase domain; P49327; recombinant FAS-TE, OMFH fluorogenic substrate, fluorescence endpoint; inhibition, % at 15 µM; 360,000 compounds, 0.67% hits; AID 602261;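 active means compounds whose normalised, plate-corrected inhibition of enzyme fluorescence in the single-dose primary screen is 50% or more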;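 further: 0% = DMSO with enzyme and 100% = substrate without enzyme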
eLon inh: inhibits E. coli Lon protease. P0A9M0. purified E. coli Lon protease, fluorescence polarization. inhibition, % at 7.94 µM. 360,000 compounds, 0.42% hits. AID 602123; in the data active means inhibition above about 13%, passing the limit was not always enough;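 further: 0% = enzyme with probe and DMSO and 100% = no enzyme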
MT1-MMP act inh: blocks activation of human MT1-MMP; HT1080 RFP-PRO-GFP cells, GFP/RFP ratio fluorescence, overnight; percent of plate control window, DMSO zero; P50281; AID 651647; GFP/RFP ratio change, % at 20 µM; 360,000 compounds, 0.061% hits;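 active means GFP/RFP ratio change of at least 30% with cell ATP level not reduced by more than half and red fluorescence within 50% of control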; further: strong numbers were not always called active
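Assay system – RFP-PRO-GFP reporter HT1080 cells · Compound dosing – single dose of 20 µM compound, 1% DMSO final · Incubation – overnight compound exposure at 37 °C · Measure – GFP/RFP fluorescence ratio · Benchmarks – DMSO wells and RFP-L50D-GFP cells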
MsrA inh: inhibitors of bovine MsrA. purified bovine MsrA, absorbance read-out. inhibition, % at 15.5 µM. 360,000 compounds, 0.75% hits. AID 651718; in the data active means inhibition above about 4.5%;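 further: 0% = vehicle wells with enzyme and 100% = reference inhibitor wells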
CSN deneddyl inh: inhibitors of human CSN-mediated cullin deneddylation | Q92905 | Purified CSN, SCF-Nedd8-OG deneddylation, fluorescence polarization | inhibition, % at 12.5 µM | 360,000 compounds, 0.38% hits;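 active means pattern-corrected inhibition above about 35%, with an unprinted fluorescence ratio check between 0.5 and 1.5, limit read from the data, passing the limit was not always enough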;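 further: 0% = enzyme with substrate and 100% = substrate without enzyme; some results filed as inactive read as strong as hits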
Target sequence (Q92905 whole entry, looked up, one chain of several): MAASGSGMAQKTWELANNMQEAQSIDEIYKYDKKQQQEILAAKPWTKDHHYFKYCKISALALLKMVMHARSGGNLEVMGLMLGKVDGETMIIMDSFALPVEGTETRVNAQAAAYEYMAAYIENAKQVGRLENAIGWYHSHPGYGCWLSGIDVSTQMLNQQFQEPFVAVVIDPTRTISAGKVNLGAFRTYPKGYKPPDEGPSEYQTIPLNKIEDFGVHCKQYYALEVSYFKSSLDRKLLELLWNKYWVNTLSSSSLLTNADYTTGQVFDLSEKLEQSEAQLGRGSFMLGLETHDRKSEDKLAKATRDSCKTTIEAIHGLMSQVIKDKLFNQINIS
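Assay system: Purified human Csn5 enzyme expressed in HEK293T cells | Amount: Enzyme 0.24 nM | Measured by: Fluorescence polarization readout | Medium: Tris/NaCl/DTT buffer, pH 7.5 | Compound dosing: One concentration, 12.5 µM, 0.25% DMSO | Times: 90 min incubation of compound, enzyme and substrate at room temperature | Control set: no-enzyme wells high, enzyme-with-substrate wells low | Read-out: % inhibition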
Rin1 Abl inh: inhibitors of human Rin1-Abl protein interaction; inhibition, % at 7.35 µM; P00519+Q13671; 360,000 compounds, 0.4% hits; TR-FRET Rin1/Abl binding, biochemical; in the data active means inhibition above about 5%, passing the limit was not always enough
Rpn11 block: Rpn11 (human) deubiquitinase inhibition. 360,000 compounds, 0.59% hits. calls only at 20 µM. human 26S proteasome, Ub4-pepOG fluorescence polarization; 20S core pre-blocked with epoxomicin. AID 588493. O00487;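 active means inhibition at 20 µM, scaled to each plate's controls, above about 33%, limit read from the data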
Target sequence (O00487 whole entry, looked up): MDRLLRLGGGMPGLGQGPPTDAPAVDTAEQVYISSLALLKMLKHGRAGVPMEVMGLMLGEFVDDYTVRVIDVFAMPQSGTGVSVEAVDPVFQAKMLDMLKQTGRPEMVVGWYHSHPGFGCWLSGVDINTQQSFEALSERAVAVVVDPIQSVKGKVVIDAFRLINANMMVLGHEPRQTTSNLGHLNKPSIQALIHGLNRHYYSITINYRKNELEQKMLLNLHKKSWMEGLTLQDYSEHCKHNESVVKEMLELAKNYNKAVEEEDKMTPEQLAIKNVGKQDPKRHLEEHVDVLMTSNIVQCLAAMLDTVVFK
MsrA act: bovine methionine sulfoxide reductase A activation; purified bovine MsrA, absorbance read-out; activation, % at 10.6 µM; AID 602163; 360,000 compounds, 0.3% hits; in the data active means activation above about 7.5%;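 further: 0% = vehicle and 100% = reference activator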
MLLE-PAM2 inh: inhibitors of microRNA-mediated deadenylation, human PABP1 MLLE binding; P11940; GST-MLLE / FITC-PAM2 fluorescence polarization; AID 588489; 360,000 compounds, 0.36% hits; inhibition, % at 20 µM; in the data active means inhibition above about 35%, passing the limit was not always enough;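 further: plate controls were DMSO wells with GST-MLLE for no effect and wells lacking GST-MLLE protein for full effect; some results filed as inactive read as strong as hits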
The depositor's hits bear a star; i = inactive; · = not tested or not shown.

smiles,FAS-TE inh,Rpn11 block,MLLE-PAM2 inh,MsrA inh,MsrA act,CSN deneddyl inh,MT1-MMP act inh,Rin1 Abl inh,eLon inh
CC(=O)NC(O)C(=O)c1ccco1 (configuration not stated),-11,i,4,-0.2,-8,-2,1,4,-5
COc1ccc(Nc2nc(N3CCCC3)nc(N3CCOCC3)n2)cc1,-3,i,-3,0.1,-1,0,2,-2,-5
CC1CN(S(=O)(=O)c2ccc(C(=O)NC3CCCCC3)cc2)CC(C)O1 (configuration not stated),-4,i,-13,-1.1,1,12,6,3,-2
O=C(O)C1CCN(S(=O)(=O)c2cccc3nonc23)CC1,-3,i,14,0.9,-1,-3,3,5,-1
CC(C)CNC(=S)NC1CC2CCCC(C1)N2C1CCCCC1 (configuration not stated),-1,i,-19,0.6,-1,7,-2,1,-2
Cc1cc(C)c(C)c(Oc2ncnc(N)c2[N+](=O)[O-])c1,-4,i,2,1.1,-6,-11,-1,3,-6
CCOC(=O)[C@@H]1[C@H]2COc3cc(OC)ccc3[C@H]2N2C(=O)N(c3ccccc3)C(=O)[C@]12C,9,i,15,-1.2,-2,0,-2,2,12
COc1ccc(-n2c(=S)[nH]c3c(oc4ccccc43)c2=O)cc1,-8,i,17,0.6,2,5,3,-9,-4
CCN(CC)C(=O)C1=C(C)N(Cc2ccccc2)C(=O)C(CC(=O)NCCCN(C)C)C1 (configuration not stated),-10,i,4,0.7,-10,2,1,-1,-7
CCCC(=O)N(c1ccc(OC)cc1)C1C=CS(=O)(=O)C1 (configuration not stated),-10,i,9,-1.4,-3,1,-1,0,-3
CC(C)CCNC(=O)c1onc(CSc2ccccn2)c1C(=O)NCCC(C)C,22,i,7,-0.8,2,-4,3,6,5
CC(C)[C@H](Nc1ccc(S(=O)(=O)N2CCOCC2)cc1[N+](=O)[O-])C(=O)OCC(N)=O,-22,i,-8,-1.3,-2,-6,12,-3,-10
CCCC(=NCc1ccccc1)C1=C(O)C(C(=O)OC)C(C)(C)CC1=O (configuration not stated),0,i,-10,-0.2,-3,1,-4,1,-4
CC1CCCC(NC(=O)CCNS(=O)(=O)c2ccc(Br)cc2)C1C (configuration not stated),-2,i,-14,0.6,-8,6,1,5,12
CCCNC(=O)c1ccc(N2CCC3(CC2)CC(c2ccc(Cl)cc2)=NO3)c([N+](=O)[O-])c1,7,i,-14,0.0,-4,1,3,2,8
Cc1c(N(C)C(=O)c2ccco2)c(=O)n(-c2ccccc2)n1C,-8,i,-7,0.1,-3,-3,-1,0,1
CCCCN1C(=O)C(CC(=O)NC2CCCC2)CC(C(=O)N2CCOCC2)=C1C (configuration not stated),-7,i,2,-1.8,-3,3,2,-3,4
Cc1cn2c(=O)c(C(=O)N3CCN(c4ccccc4F)CC3)cnc2s1,-7,i,-11,1.1,-4,0,3,-3,-8
O=C(O)c1cccc2c1C(=O)c1ccccc1-2,-7,i,8,0.1,-4,2,0,0,-7
CCOC(=O)C1C(=O)NC(C)C1c1ccccc1 (configuration not stated),-6,i,4,-0.7,-2,0,2,-1,1
O=C(CNC(=O)c1ccccc1)Oc1cccc(Cl)c1,-4,i,-4,-0.1,0,-2,-1,1,-5
COc1cc(NS(=O)(=O)c2c(C(=O)N3CCOCC3)c(C)n(C)c2C)cc(OC)c1OC,-6,i,-9,0.6,-2,-3,0,-3,-4
O=C1C2CCCN2C(c2cccc(F)c2)N1c1cccc(Cl)c1 (configuration not stated),-3,i,5,-1.3,-3,-1,4,0,2
CCCCOC(=O)c1ccc(O)cc1,-10,i,9,0.0,-3,-1,3,1,-2
O=C(/C=C/c1ccccc1)NCCSc1ccc(Cl)cc1,8,i,9,-0.1,-1,-4,4,0,1
O=[N+]([O-])c1ccc2c(c1)CO[C@@]21O[C@H](CCO)C[C@H](O)[C@H]1O,-8,i,8,-0.6,-11,0,0,2,3
CCOCCCN(C)C1CCN(C(=O)c2oc3ccccc3c2NC(=O)COc2ccc(F)cc2)CC1,-4,i,-12,0.8,-2,0,2,5,7
COc1ccc(N2CCN(C(CNC(=O)C3CCCCC3)c3ccco3)CC2)cc1 (configuration not stated),-4,i,-4,0.1,-2,3,3,2,-7
Cc1ccc(NC(=O)CCCn2nc(C)c3c(C)n(-c4ccccc4)nc3c2=O)cc1C,-2,i,-4,-0.9,-3,-3,0,5,1
CN1C(=O)C2(N=c3ccccc3=N2)c2ccccc21,0,i,0,·,-4,-2,-2,2,1

Of the compounds above, 3 have fluorine.
smiles,FAS-TE inh,Rpn11 block,MLLE-PAM2 inh,MsrA inh,MsrA act,CSN deneddyl inh,MT1-MMP act inh,Rin1 Abl inh,eLon inh
Cc1cn2c(=O)c(C(=O)N3CCN(c4ccccc4F)CC3)cnc2s1,-7,i,-11,1.1,-4,0,3,-3,-8
O=C1C2CCCN2C(c2cccc(F)c2)N1c1cccc(Cl)c1 (configuration not stated),-3,i,5,-1.3,-3,-1,4,0,2
CCOCCCN(C)C1CCN(C(=O)c2oc3ccccc3c2NC(=O)COc2ccc(F)cc2)CC1,-4,i,-12,0.8,-2,0,2,5,7

A few values from the entries so far:
Cc1cc(C)c(C)c(Oc2ncnc(N)c2[N+](=O)[O-])c1 in MsrA act is entered as -6
CCCC(=O)N(c1ccc(OC)cc1)C1C=CS(=O)(=O)C1 (configuration not stated) in FAS-TE inh is entered as -10
O=C1C2CCCN2C(c2cccc(F)c2)N1c1cccc(Cl)c1 (configuration not stated) in MLLE-PAM2 inh is entered as 5

Further structures follow:
smiles,FAS-TE inh,Rpn11 block,MLLE-PAM2 inh,MsrA inh,MsrA act,CSN deneddyl inh,MT1-MMP act inh,Rin1 Abl inh,eLon inh
Cc1cc(C)c2c(N)c(C(=O)Nc3ccccc3Br)sc2n1,4,i,10,1.8,-9,4,-4,-1,-1
C[C@@H](CO)NC(=O)c1ccc2c3n(nc2c1)-c1ccc(Cl)cc1CO3,-6,i,-78,1.3,-4,0,5,-4,-3
CC(C)(CNS(C)(=O)=O)SCc1ccc(Cl)cc1,-6,i,-8,1.1,-19,-6,2,0,3
CC1CCc2c(C(=O)OCC(=O)Nc3cccc(S(=O)(=O)N4CCCCCC4)c3)csc2C1 (configuration not stated),47,i,-9,0.1,-4,-1,-6,-2,0
COc1cc2c(c(OC)c1OC)CC(=O)N(C)CC2,-11,i,7,-0.2,-5,4,3,0,-14
COc1ccccc1NC(=O)Nc1nc(CC(=O)Nc2ccc(OC)c(OC)c2)cs1,10,i,10,-1.3,-10,-1,13,3,-5
CCN1C(=O)C(CC(=O)Nc2ccc(Br)cc2)N(CCCc2ccccc2)C1=S (configuration not stated),45,i,-56,0.9,3,3,-2,-2,0
O=C(C1=C[C@H](C2CC2)C[C@H](OCc2ccc(CO)cc2)O1)N1CCOCC1,-12,i,13,-1.0,-4,-4,-4,1,3
Cc1nnc(N(C)C(=O)c2cccnc2)s1,-11,i,9,-1.1,-11,-1,5,5,-1
COc1cc(/C=C(\C#N)c2nc3ccccc3o2)ccc1O,-34,·,-76,2.6,0,109,-114,-5,i
COc1ccc(C(CC(=O)c2ccccc2)CC(=O)c2ccccc2)cc1OC,18,i,2,-0.8,-4,-17,-5,1,1
COc1ccc(C)cc1NC(=O)CCNS(=O)(=O)c1ccc2c(c1)CCC(=O)N2,-4,i,7,-1.0,-2,0,-4,2,-2
CCOc1ccccc1CNC(=O)c1ccc2nc(N3CCOCC3)sc2c1,4,i,-3,0.8,-2,0,-2,-1,-11
Cc1ccc(Nc2ncccc2C(=O)NCc2cccs2)c(C)c1,24,i,-3,1.3,-4,1,-20,-2,1
CC(C(=O)NCc1ccco1)n1cc(C(=O)c2ccco2)c2ccccc21 (configuration not stated),5,i,-1,2.8,1,-4,2,-4,11
S=c1[nH]nc(-c2ccc3ccccc3n2)o1,-1,i,-68,1.9,2,113*,2,-9,12
Nc1c(Br)cc2c([nH]c(=O)c3ccccc32)c1Br,-8,i,-12,1.9,-1,2,5,0,-3
O=C(CCS(=O)(=O)c1ccccc1)Nc1nc2ccc(F)cc2s1,-3,i,-8,-0.1,-1,-1,-6,-2,-7
COc1ccc(C(CNC(=O)c2cccc(NS(=O)(=O)c3ccc(C)c(F)c3)c2)N2CCOCC2)cc1 (configuration not stated),8,i,-8,-0.6,-3,2,6,0,-5
Cc1ccc(C)c(N2CCN(CCCNC(=O)Cn3c(=O)c4cccn4c4cccnc43)CC2)c1,-2,i,-14,0.5,-2,-2,1,-1,-10
CC1=C(C(=O)Nc2nc3ccccc3s2)C(c2ccco2)C(C#N)=C(SCC(=O)NC2CCCCC2)N1 (configuration not stated),77*,·,5,1.4,-4,-4,-6,-2,-8
Cc1ccc(-n2nnnc2CN2CCCCC2)cc1,-3,i,-1,2.3,-9,-12,-1,4,-1
C=CCN1C(=O)N(/C=C/C)c2cccc3cccc1c23,13,i,-8,0.9,-5,4,-7,-4,0
CC1N=C(N)C(c2nc3ccccc3n2C)=C1O (configuration not stated),-10,i,7,0.3,-4,0,1,2,3
COc1ccc(S(=O)(=O)N/N=C\c2ccc(OC)c(COc3ccc(C)cc3[N+](=O)[O-])c2)cc1,23,i,-24,0.6,1,2,-11,1,0
Cc1nc2ccccn2c1C(=O)NC1CCCc2ccccc21 (configuration not stated),-10,i,-2,0.6,-9,-2,1,6,1
COc1ccc(/C=C/c2nc(C#N)c(NCCN(C)C)o2)cc1OC,-6,i,14,3.9,-4,-4,-2,-1,-6
Nc1ccccc1-c1nnc2n1CCCCC2,-2,i,4,-1.2,-2,3,0,1,1
CCNC(=O)C1CCCN(C(=O)c2ccc(C#N)cc2)CC1 (configuration not stated),-10,i,0,-1.1,3,0,-1,-1,-4
